KCNK3 block = human KCNK3 channel inhibition, primary screen | B-score at 10 µM | 0.84% of 340,000 active | AID 602410 | O14649 | CHO-KCNK3 thallium flux, FluxOR fluorescence; active compounds read low;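 active means B-score under library mean minus 4 SD, starting fluorescence ratio at most library mean plus 5 SD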;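 further: more negative B-score means stronger inhibition of thallium flux through KCNK3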
Target sequence (O14649 whole entry, looked up): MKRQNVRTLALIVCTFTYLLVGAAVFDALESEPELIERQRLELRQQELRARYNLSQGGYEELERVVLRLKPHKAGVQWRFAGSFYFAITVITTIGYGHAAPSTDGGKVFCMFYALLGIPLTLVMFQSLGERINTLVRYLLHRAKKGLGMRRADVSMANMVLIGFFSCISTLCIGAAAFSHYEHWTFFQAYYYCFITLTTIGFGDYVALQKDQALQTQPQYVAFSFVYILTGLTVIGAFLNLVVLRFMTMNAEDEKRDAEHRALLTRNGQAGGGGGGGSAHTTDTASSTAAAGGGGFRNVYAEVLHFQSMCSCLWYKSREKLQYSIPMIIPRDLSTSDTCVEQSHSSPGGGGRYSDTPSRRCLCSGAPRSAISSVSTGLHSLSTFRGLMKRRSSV
KCNK9 block = human KCNK9 channel inhibition. Q9NPC2. HEK293 KCNK9, FluxOR thallium flux fluorescence; active compounds read low. B-score at 10 µM. 1.2% of 310,000 active;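 active means ratio B-score over 3 SD below the library mean, with starting fluorescence within 5 SD of its mean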;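 further: negative B-score means less thallium flux so channel inhibition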
RGS4 block = inhibitors of human RGS4. 0.45% of 310,000 active. HEK293 M3R/RGS4 inducible, Fluo-4 calcium flux; active compounds read high; triggered by carbachol at its EC20. P49798. B-score at 10 µM;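 active means B-score, a plate-corrected calcium signal, over three deviations above library mean, with baseline fluorescence within five deviations of library mean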;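 further: RGS4 expression induced by doxycycline in cells with stable M3 receptor; B-score is computed from the integrated fluorescence ratio over baseline after carbachol; higher B-score means a larger calcium signal and so more RGS4 inhibition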
ANO1 block = blocks the mouse calcium-activated chloride channel TMEM16A | HEK293 TMEM16A/YFP iodide influx fluorescence, ionomycin | 1.2% of 310,000 active | normalized B-score (activity score, 25-100; higher = stronger inhibition) at 10 µM | AID 588511;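 active means ratio plate-corrected score three or more library SD toward inhibition, starting fluorescence score within five deviations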;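 further: score derived from kinetic fluorescence span divided by baseline fluorescence per well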
RGS4 act = RGS4 potentiation or activation; AID 463111; HEK293 M3R/inducible RGS4, carbachol calcium flux Fluo4; active compounds read low; 0.92% of 310,000 active; B-score at 10 µM;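 active means B-score of the integrated calcium signal more than 4 SD below the library mean, with starting fluorescence not abnormally high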;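 further: negative B-score means reduced calcium response which marks RGS4 activation or potentiation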
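System: HEK293 FlpIn-TREx cells, stable M3R, doxycycline-inducible RGS4. Timing: overnight RGS4 induction, 30 min dye load 37 °C, 20 min compound RT. Also added: carbachol, ECmax concentration. Measured by: Fluo4 fluorescence kinetic imaging of calcium. Evaluation: integrated calcium ratio converted to B score.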
hERG protect = hERG (human) protection from proarrhythmic block; Q12809; CHO-hERG, FluxOR thallium flux, dofetilide IC70 present; activation (rescue from dofetilide block), less the hit threshold, % at 10 µM; 0.51% of 310,000 active;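 active means activation above the mean of controls blocked by dofetilide plus 5 SD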;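 further: thallium influx through hERG after potassium depolarization seen as dye fluorescence rise; in these data hits start at about 4.7%; inactives centre near -7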
SKKanGAS inh = inhibitors of SKKanGAS S. pyogenes growth in kanamycin (SK-promoter or general growth effect); BacTiter-Glo, 6 h; inhibition, % at 7.5 µM; AID 1662; 1.3% of 300,000 active;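 active means mean replicate score, as percent of positive control median, at least 50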;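 further: strain carries kanamycin resistance gene driven by streptokinase promoter and grows in 40 µg/ml kanamycin; loss of luminescence reflects streptokinase promoter inhibition or plain growth inhibition; 0% = median of DMSO wells and 100% = positive control at its reference dose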
HDAC3 inh = blocks human histone deacetylase 3; inhibition, % at 8.3 µM; recombinant HDAC3, fluorogenic peptide/trypsin coupled, fluorescence; 0.15% of 320,000 active; O15379; in the data active means inhibition above about 26%, passing the limit was not always enough
KCNQ1 inh = human KCNQ1 channel inhibition; P51787; CHO-K1 KCNQ1, FluxOR thallium flux fluorescence; active compounds read high; B-score at 10 µM; 1.3% of 310,000 active; AID 2642;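 active means compounds whose thallium flux B-score, printed positive for inhibition, exceeds three library SD while starting fluorescence stays within three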;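 further: channel opened by potassium depolarization with thallium stimulus after 20 min compound exposure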
Target sequence (P51787 whole entry, looked up): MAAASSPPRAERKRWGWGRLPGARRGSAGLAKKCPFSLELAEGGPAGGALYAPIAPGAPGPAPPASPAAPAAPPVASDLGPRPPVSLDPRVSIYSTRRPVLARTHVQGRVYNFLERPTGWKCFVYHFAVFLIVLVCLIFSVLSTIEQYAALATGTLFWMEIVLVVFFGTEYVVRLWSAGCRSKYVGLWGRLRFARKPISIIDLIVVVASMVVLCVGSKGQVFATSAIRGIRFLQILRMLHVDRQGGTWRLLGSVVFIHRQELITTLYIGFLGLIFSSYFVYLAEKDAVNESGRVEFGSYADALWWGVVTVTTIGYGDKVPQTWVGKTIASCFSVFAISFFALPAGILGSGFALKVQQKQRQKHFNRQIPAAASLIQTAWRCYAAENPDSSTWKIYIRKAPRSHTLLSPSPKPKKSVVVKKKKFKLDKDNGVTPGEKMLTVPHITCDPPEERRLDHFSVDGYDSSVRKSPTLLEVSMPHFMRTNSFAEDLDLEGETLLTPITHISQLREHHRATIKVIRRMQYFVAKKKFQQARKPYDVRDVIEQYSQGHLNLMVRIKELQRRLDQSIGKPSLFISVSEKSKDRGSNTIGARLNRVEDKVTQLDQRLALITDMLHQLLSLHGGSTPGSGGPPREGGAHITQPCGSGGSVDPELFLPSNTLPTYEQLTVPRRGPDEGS
KCNQ1 act = potentiators or activators of human KCNQ1 potassium channel. 0.35% of 310,000 active. B-score at 10 µM. CHO-K1 KCNQ1, thallium flux FluxOR fluorescence; active compounds read high. P51787. AID 2648;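 active means fluorescence ratio B-score, a plate-corrected score, at least three library SD, with initial intensity B-score within 5 SD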
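Doses: Single concentration per compound, DMSO matched to controls | Test system: KCNQ1-transfected CHO-K1 cells | Timing: 90 min dye loading and 20 min compound exposure, both at room temperature | Measured by: Kinetic FluxOR thallium fluorescence, 10-s 1-Hz baseline, 110-s post-stimulus read | Medium: Assay buffer with matched DMSO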
TMEM16A act = mouse TMEM16A channel activation, primary screen. Q8BHY3. HEK293 TMEM16A/YFP-H148Q/I152L, iodide quench fluorescence; active compounds read low. B-score at 10 µM. 0.3% of 340,000 active. AID 623877;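 active means fluorescence-ratio B-score plate-corrected deviation score at least 3 library SD below zero, with starting fluorescence score within 5 deviations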;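 further: channel opened by trigger with iodide after compound preincubation; score built on the fluorescence ratio of max minus min over baseline; more negative score means more quench and so TMEM16A activation or potentiation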
* marks the source's active call; other numbers are inactive results; i = inactive; . = no result given.

SMILES | KCNK3 block | KCNK9 block | RGS4 block | ANO1 block | RGS4 act | hERG protect | SKKanGAS inh | HDAC3 inh | KCNQ1 inh | KCNQ1 act | TMEM16A act
N/C(=N\OC(=O)COc1ccc2ccccc2c1Br)c1ccncc1 | . | i | i | i | i | -26 | -18 | -2 | i | i | .
COc1ccc(CC(=O)Nc2ccc(C(=O)NC(C)(C)C)cc2)cc1 | i | i | i | i | i | -8 | 1 | . | i | i | i
Nc1nnc(CC(=O)Nc2ccccc2)s1 | i | i | i | i | i | -2 | 1 | -6 | i | i | i
COc1ccc(OCC(O)CNCc2ccco2)cc1 (stereo not given) | i | i | i | i | i | -5 | -4 | 2 | i | i | i
CN1C[C@@H]2C[C@@H](c3ccc(C#CC(C)(C)O)s3)N3CCC[C@@]23C1=O | i | i | i | i | i | -11 | -14 | . | i | i | i
O=C(c1cccc(F)c1)N1CCN(C2CCCCC2)CC1 | i | i | i | i | i | -6 | 3 | 1 | i | i | i
O=c1c(-c2ccc(O)cc2)coc2cc(OC3OC(CO)C(O)C(O)C3O)cc(O)c12 (stereo not given) | i | i | i | i | i | -8 | -4 | -1 | i | i | i
COC(=O)NCc1cc2cc(Cl)ccc2[nH]1 | i | i | i | i | i | -10 | -3 | 4 | i | i | i
CC(C)Cc1ccc(CN2CCCC(NC(=O)Cn3cnnn3)C2)cc1 (stereo not given) | i | i | i | i | i | -9 | 44 | 0 | i | i | i
Cc1nc(-c2ccccc2)cc(-c2ccccc2)n1 | i | i | i | i | i | -9 | -6 | 3 | i | i | i
Cc1ccc(C2(c3noc(CN4CCC(c5ccncc5)CC4)n3)CCCC2)cc1 | i | i | i | i | i | -22 | 8 | -10 | i | i | i
Cc1ccc(S(=O)(=O)n2nc(OC(=O)c3cccs3)cc2N)cc1 | i | i | i | i | i | -9 | 2 | 9 | i | i | i
Cc1ccc(C)c(S(=O)(=O)Nc2cc3c4c(c2)CCC(=O)N4CCC3)c1 | i | i | i | i | i | -16 | -2 | 0 | i | i | i
O=C(N/N=C/c1ccccc1Cl)c1n[nH]c2c1CCCC2 | i | i | i | i | i | -9 | 11 | -2 | i | i | i
O=C(Nc1ccn(Cc2ccccc2)n1)c1ccc2c(c1)OCO2 | i | i | i | i | i | -11 | -5 | -5 | i | i | i
O=C(O)Cc1ccc(C(=O)c2ccc(F)cc2)s1 | i | i | i | i | i | -6 | -2 | -2 | i | i | i
CCc1ccc(NC(=O)N2CCc3ccccc3C2)cc1 | i | i | i | i | i | -10 | 2 | 1 | i | i | i
COc1cccc(NC(=O)[C@@H]2CCCN2C(=O)C2CCN(S(=O)(=O)c3ccc(C)cc3)CC2)c1 | i | i | i | i | i | -8 | 0 | -5 | i | i | i
N#CCCCCN1c2cccc3cccc(c23)S1(=O)=O | i | i | i | i | i | -8 | -1 | -7 | i | i | i
COCC(C)NC(=O)c1ccc(CN2CCc3ccccc3C2)cc1 (stereo not given) | i | i | i | i | i | -10 | -2 | 2 | i | i | i
COc1ccc(-c2csc(Nc3ccc(S(=O)(=O)Nc4cc(C)on4)cc3)n2)cc1 | i | i | 15* | i | i | -8 | 38 | 4 | i | i | i
COc1ccc(C(=O)NN/C(=N/S(=O)(=O)c2ccc(C)cc2)c2ccccc2)cc1 | i | i | i | i | i | -10 | -7 | . | i | i | i
COc1ccc(-c2cc(-c3ccc(OC)cc3)c(C#N)c(SC)n2)cc1 | i | i | i | i | i | -5 | 9 | 1 | i | i | i
CCCn1cnc2cc(NC(=O)c3ccco3)ccc21 | i | i | i | i | i | -5 | 0 | 4 | i | i | i
O=C1NCCN(Cc2ccc(Cl)c(F)c2)C1CC(=O)N1CCCO1 (stereo not given) | i | i | i | i | i | -4 | 3 | -7 | i | i | i
Following part:
SMILES | KCNK3 block | KCNK9 block | RGS4 block | ANO1 block | RGS4 act | hERG protect | SKKanGAS inh | HDAC3 inh | KCNQ1 inh | KCNQ1 act | TMEM16A act
CCCOC(=O)C1=C(C)NC(=O)NC1c1cccc2ccccc12 (stereo not given) | i | i | i | i | i | -6 | -3 | -9 | i | i | i
CC(C)C(=O)Nc1ccc2c(c1)oc1ccccc12 | i | i | i | i | i | -13 | -3 | 5 | i | i | i
CC(=O)c1sc(-c2ccccc2)cc1NS(=O)(=O)c1ccc(C)cc1 | i | i | i | i | i | -3 | 19 | 6 | i | i | i
CCN(CC)C(=O)c1ccc(NS(=O)(=O)c2ccc(/C=C/C(=O)O)cc2)cc1 | i | i | i | i | i | 3 | 1 | -5 | i | i | i
CCOc1ccc(NC(=S)N2CCC(c3ccc(C)cc3)C2)cc1 (stereo not given) | i | i | i | i | i | -4 | 8 | 5 | i | i | i
O=C(Nc1ccc2c(c1)C(=O)OC2)c1ccc(Cl)cc1Cl | i | i | i | i | i | 1 | -1 | 3 | i | i | i
C=CCn1c(SCC#N)nc2ccccc2c1=O | i | i | i | i | i | -6 | -3 | -4 | i | i | i
COc1ccc(S(=O)(=O)N2CCOCC2)cc1NC(=O)c1ccc2c(c1)OCCO2 | i | i | i | i | i | -7 | -1 | 5 | i | i | i
COc1ccccc1CSc1nc2c(c(=O)n(C)c(=O)n2C)n1C | i | i | i | . | i | -9 | 1 | . | i | i | i
COc1ccc(CN(C)CC(=O)Nc2ccc(N3CCOCC3)cc2)cc1OC | i | i | i | i | i | -2 | -4 | -1 | i | i | i
Cc1cc(C)n2nc(CNS(=O)(=O)c3ccc(F)c(C)c3)nc2n1 | i | i | i | i | i | -6 | 0 | -6 | i | i | i
Cc1oc2cc3oc(=O)c4c(c3cc2c1C)CCC4 | i | i | i | i | i | -9 | 4 | -3 | i | i | i
CC(CN1CCN(C)CC1)OC(=O)c1ccc(F)cc1 (stereo not given) | i | i | i | i | i | -11 | -2 | -6 | i | i | i
CCC1Oc2ccccc2N(CC(=O)NCc2ccco2)C1=O (stereo not given) | i | i | i | i | i | -5 | -6 | -1 | i | i | i
COc1ccc(/C=N/NC(N)=S)cc1OC(=O)c1ccccc1 | i | i | i | i | i | -9 | -7 | 6 | i | i | i
CC(=O)Nc1ccc(S(=O)(=O)N2CCN(CCCOc3ccccc3Cl)CC2)cc1 | i | i | i | 25* | i | -19 | -3 | -1 | i | i | i
COc1ccc(NS(=O)(=O)c2cc(NC(=O)c3cccs3)ccc2N2CCCC2)cc1 | i | i | i | i | i | -10 | 14 | 12 | i | i | i
COC(=O)c1ccc(CSCC(=O)Nc2ccccc2)cc1 | i | i | i | i | i | -23 | -11 | 3 | i | i | i
Nc1nc(SCC(=O)NCCN2CCOCC2)nc2sc3c(c12)CCC3 | i | i | i | i | i | -6 | -4 | 0 | i | i | i
COc1ccc(-c2oc(NC(C)=O)c(C#N)c2-c2ccc(OC)cc2)cc1 | i | i | i | i | i | -8 | 6 | 0 | i | i | i
CCOC(=O)N1CCN(C(=O)COc2ccc(Br)cc2)CC1 | i | i | i | i | i | -7 | 17 | -9 | i | i | i
CCCCC12CN3CC(C)(CN(C1)C31C(=O)N(C)c3ccc(C)cc31)C2=O (stereo not given) | i | i | i | i | i | -9 | -2 | -1 | i | i | i
CONc1nc(NC(C)(C)C)nc(OCC#N)n1 | i | i | i | i | i | -2 | 4 | -16 | i | i | i
O=C(C1=C[C@@H](c2ccccc2)C[C@@H](OCc2ccc(CO)cc2)O1)N1CCOCC1 | i | i | i | i | i | -7 | -2 | 3 | i | i | i
O=C(CCc1nnc(-c2ccccc2)o1)NCc1c(F)cccc1F | i | i | i | i | i | -9 | 0 | 0 | i | i | i

Some entries already given with just KCNK9 block, KCNQ1 inh and RGS4 block:
smiles	KCNK9 block	KCNQ1 inh	RGS4 block
CC(CN1CCN(C)CC1)OC(=O)c1ccc(F)cc1 (stereo not given)	i	i	i
CCC1Oc2ccccc2N(CC(=O)NCc2ccco2)C1=O (stereo not given)	i	i	i

Following part:
SMILES | KCNK3 block | KCNK9 block | RGS4 block | ANO1 block | RGS4 act | hERG protect | SKKanGAS inh | HDAC3 inh | KCNQ1 inh | KCNQ1 act | TMEM16A act
COCC(C)n1c(SCc2ccc(C(=O)OC)cc2)nc2ccccc2c1=O (stereo not given) | -12* | -16* | i | i | i | -9 | 4 | 12 | i | i | i
CC(NC(=O)c1ccc(Cn2cc([N+](=O)[O-])cn2)cc1)c1ccccc1 (stereo not given) | i | i | i | i | i | 0 | 3 | -2 | i | i | i
CCOc1cccc(-c2nn(-c3ccccc3)cc2/C=C(/C#N)C(=O)NCCCn2ccnc2)c1 | i | i | i | i | i | -12 | 4 | -2 | i | i | i
COc1cccc(/C=N/n2c(C3CCCCC3)n[nH]c2=S)c1OC | i | i | i | i | i | -7 | 5 | -2 | i | i | i
CCN1CCN(Cc2cc(=O)oc3ccc(Cl)cc23)CC1 | i | i | i | i | i | -7 | -4 | . | i | i | i
CC(C)(O)[C@@H]1[C@@H]2C[C@@]3(CC[C@]4(C)C(CCC5[C@@]6(C)CC[C@H](O)C(C)(C)C6CC[C@]54C)[C@@H]13)C(=O)O2 (stereo not given in full) | . | i | i | i | i | -10 | 3 | 0 | i | i | .
COc1ccc(NC(=O)CCCNC(=O)Cn2cnc3sc4c(c3c2=O)CCCC4)c(OC)c1 | i | i | i | i | i | -14 | -1 | 3 | i | i | i
CCN(CC(=O)Nc1c(F)cccc1F)C(=O)c1ccc(N2CCCCC2)c([N+](=O)[O-])c1 | i | i | i | i | i | -6 | 1 | -4 | i | i | i
COc1cc(NC(=O)c2ccc3c(c2)C(=O)N(CCC(C)C)C3=O)c(C(=O)O)cc1OC | i | i | i | i | i | -5 | 11 | 5 | i | i | i
CCCCOc1ccc(C(=O)N/C(=C/C=C/c2ccccc2)C(=O)NCCCO)cc1 | i | i | i | i | i | -10 | . | 2 | i | i | i
CC(C)(C)c1nnc(NC(=O)c2cccnc2)s1 | i | i | i | i | i | -17 | 6 | -6 | i | i | i
Cc1nn(C(C)C)c(C)c1[C@@H]1C[C@H]2CN(Cc3cccc(Cl)c3)C(=O)[C@]23CCCN13 | i | i | i | i | i | -13 | -2 | 1 | i | i | i
O=C(NC1CCCCC1)N1CCN(c2ccc(Cl)cc2)CC1 | i | i | i | i | i | -6 | 11 | 2 | i | i | i
Cc1cccc(NC(=O)N2CCc3ccccc3C2)c1C | i | i | i | i | i | -8 | 9 | 7 | i | i | i
COc1cccc(N2CCCn3c2nc2c3c(=O)n(CCN3CCOCC3)c(=O)n2C)c1 | . | i | i | . | i | -18 | 1 | . | i | i | .
Cc1cc2oc(=O)cc(CN3CCOCC3)c2c(C)c1Cl | i | i | i | i | i | -1 | 1 | 4 | i | i | i

Source: PubChem BioAssay
